# Bioassay records deposited in PubChem BioAssay by several laboratories.
# ssDAF-12 act: S. stercoralis DAF-12 nuclear receptor activators, primary screen, cell-based, luminescence, HEK293, GRIP1 co-expression, lit1-tk-luc; Nuclear hormone receptor DAF-12 (Strongyloides stercoralis); HEK293 ssDAF-12/GRIP1 lit1-tk-luc reporter; % of 3 µM dafachronic acid response; activation, % at 6.8 µM; 370,000 tested, 1% active;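 active means activation above the mean over all tested compounds plus 3 SD, cut at about 0.9% in these data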;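 further: 0% = DMSO-only wells and 100% = 3 µM delta7-dafachronic acid wells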
# hcDAF12 agonist: H. contortus DAF-12 nuclear receptor activators, primary screen, cell-based, luminescence, HEK293, lit1-tk-luc reporter; HEK293 hcDAF-12 lit1-tk-luc reporter; 0% DMSO, 100% Δ7-dafachronic acid; activation, % at 6.8 µM; 370,000 tested, 1.4% active;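 active means activation above the mean of all tested compounds plus 3 SD, cut at about 5.5% in these data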;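 further: 100% = response to 3 µM Δ7-dafachronic acid high control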
# GC-A act: GC-A stimulated cGMP production enhancers – HEK293 GC-A cells, cGMP TR-FRET, EC30 ANP, primary screen | 0% at EC30 ANP, 100% saturating ANP | activation, % at 10 µM | 370,000 tested, 0.14% active; in the data active means activation above about 40%
# Target sequence (P16066 whole entry, looked up): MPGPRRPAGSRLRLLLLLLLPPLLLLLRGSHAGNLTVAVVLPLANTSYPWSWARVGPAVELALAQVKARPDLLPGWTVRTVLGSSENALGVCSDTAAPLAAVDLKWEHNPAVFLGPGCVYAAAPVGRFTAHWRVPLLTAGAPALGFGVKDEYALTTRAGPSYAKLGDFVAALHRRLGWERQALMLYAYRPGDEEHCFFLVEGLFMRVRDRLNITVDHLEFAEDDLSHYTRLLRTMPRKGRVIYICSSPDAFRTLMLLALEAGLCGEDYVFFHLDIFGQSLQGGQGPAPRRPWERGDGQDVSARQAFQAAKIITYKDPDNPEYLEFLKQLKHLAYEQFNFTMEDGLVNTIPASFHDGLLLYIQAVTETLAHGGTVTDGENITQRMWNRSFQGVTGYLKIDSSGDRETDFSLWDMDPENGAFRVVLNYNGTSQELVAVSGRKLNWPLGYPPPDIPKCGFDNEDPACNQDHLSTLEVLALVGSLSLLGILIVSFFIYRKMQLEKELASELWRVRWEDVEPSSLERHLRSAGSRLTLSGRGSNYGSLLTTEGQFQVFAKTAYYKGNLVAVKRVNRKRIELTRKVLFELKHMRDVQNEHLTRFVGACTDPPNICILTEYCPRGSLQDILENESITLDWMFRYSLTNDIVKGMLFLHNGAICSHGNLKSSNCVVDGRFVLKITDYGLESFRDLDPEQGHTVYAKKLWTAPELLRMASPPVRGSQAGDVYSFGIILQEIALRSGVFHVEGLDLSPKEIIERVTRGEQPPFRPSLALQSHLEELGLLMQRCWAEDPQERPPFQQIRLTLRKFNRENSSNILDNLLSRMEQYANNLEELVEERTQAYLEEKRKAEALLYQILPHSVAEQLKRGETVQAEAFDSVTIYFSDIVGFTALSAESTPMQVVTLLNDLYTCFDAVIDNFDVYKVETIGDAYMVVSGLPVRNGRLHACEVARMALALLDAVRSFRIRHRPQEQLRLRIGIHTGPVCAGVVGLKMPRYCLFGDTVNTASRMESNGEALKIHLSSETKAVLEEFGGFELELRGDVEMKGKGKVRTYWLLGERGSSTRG
# hgDAF12 agonist: H. glycines DAF-12 receptor agonists, primary screen, cell-based, luminescence, HEK293, GAL4 fusion, UAS-luciferase; 370,000 tested, 1.8% active; Nuclear hormone receptor DAF-12 (Heterodera glycines), GAL4 fusion; activation, % at 6.8 µM; AID 687014, 2013; HEK293 GAL4-hgDAF12 UAS-luciferase reporter, agonist luminescence; normalized to butyrate control;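 active means activation above a cutoff set at the mean of all screened compounds plus 3 SD, cut at about 10% in these data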;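 further: 0% = DMSO wells and 100% = sodium butyrate wells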
# DAX1 inh-1: DAX1 (NR0B1) inhibitors, primary screen, cell-based, HEK293, Gal4-DAX1, luciferase luminescence | Nuclear receptor subfamily 0 group B member 1 (Homo sapiens), P51843 | HEK293 Gal4-DAX1 luciferase reporter | inhibition, % at 6.75 µM | 340,000 tested, 0.99% active | AID 504766, 2011;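 active means inhibition above the mean over all tested compounds plus 3 SD, cut at about 4.2% in these data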;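 further: 0% = DAX1-transfected cells with DMSO and 100% = empty-vector control cells with DMSO; inhibition shows as a rise in luminescence from relieved DAX1 repression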
# SMARCA2 act: SMARCA2 (BRM) function activators, primary screen, cell-based, luminescence, high throughput; MG213 cells, MMTV-luciferase reporter, dexamethasone, overnight; activation, % at 9.1 µM; 370,000 tested, 1% active; in the data active means activation above about 7.8%;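 further: 0% = vehicle wells and 100% = reference activator wells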
# DAX1 inh-2: DAX1 (NR0B1) inhibitors on StAR promoter, primary screen, cell-based, luminescence, SF-1 (NR5A1), full-length DAX-1. HEK293T StAR-luciferase reporter, SF-1/DAX-1 repression relief. inhibition, % at 6.8 µM. 370,000 tested, 1.1% active. AID 652010, 2013;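 active means inhibition above the mean over all tested compounds plus 3 SD, cut at about 3.6% in these data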;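 further: 0% = DAX-1 cells with DMSO and 100% = cells lacking DAX-1 with DMSO; higher inhibition means more luminescence from relief of DAX-1 repression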
# sPLA2-III inh: human group III sPLA2 inhibitors, primary screen, biochemical, QFRET, BODIPY PC-A2 liposome substrate; Group 3 secretory phospholipase A2 (Homo sapiens), Q9NZ20; QFRET BODIPY PC-A2 liposome hydrolysis, fluorescence; inhibition, % at 12.2 µM; 370,000 tested, 0.56% active; AID 743126, 2013;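 active means inhibition above mean plus 3 SD of compounds lying within the high and low control bounds, cut at about 19% in these data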;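 further: 0% = median of test compound wells and 100% = no enzyme DMSO wells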
# KLK7 zymogen act: proKLK7 zymogen activators, primary screen, biochemical, fluorescence intensity; Kallikrein-7 (Homo sapiens), P49862; purified proKLK7, EDANS-DABCYL substrate fluorescence; 100% is mature enzyme control, 0% vehicle; AID 652039, 2013; 370,000 tested, 0.9% active; activation, % at 7 µM;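 active means activation above the mean of all tested compounds plus 3 SD, computed per campaign excluding outliers beyond control limits, cut at about 13% in these data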
# NPR2 activator: human GC-B receptor activators, primary screen, HEK293 GC-B cells, cGMP TR-FRET, EC30 CNP; Atrial natriuretic peptide receptor 2 (Homo sapiens), P20594; 0% at EC30 CNP, 100% saturating CNP; activation, % at 10 µM; 370,000 tested, 0.11% active; AID 1920062, 2024;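 active means activation at 10 µM reaching about 35% in either raw or pattern-adjusted values, limit read from the data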
# FXN GAA850 act: FXN promoter activators, primary screen, cell-based, luciferase luminescence, HEK293 lucGAA850. HEK293 lucGAA850 FXN promoter luciferase reporter, 24 h; percent of 10 µM SAHA response. activation, % at 6 µM. 360,000 tested, 0.56% active;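 active means activation above the average of all compounds screened plus 3 SD, cutoff fixed separately per campaign, cut at about 7.5% in these data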;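 further: 0% = DMSO wells and 100% = 10 µM SAHA wells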
# * hit, by the source's call; · = not tested or not shown.
SMILES,ssDAF-12 act,hcDAF12 agonist,GC-A act,hgDAF12 agonist,DAX1 inh-1,SMARCA2 act,DAX1 inh-2,sPLA2-III inh,KLK7 zymogen act,NPR2 activator,FXN GAA850 act
CN(C)N1C(N)=C(C#N)C(c2ccc3c(c2)OCO3)C2=C1CCCC2=O (stereo unspecified),-1.8,0.4,7,-0.9,1.3,1,-0.2,-3,0.0,5,0.9
COCCc1nnc(NC(=O)Cc2ccccc2)s1,-1.1,-1.3,3,0.9,1.1,0,0.2,3,-0.4,-2,0.2
CCSc1nnc(Cn2c(=O)sc3ccccc32)n1-c1ccc(OC)cc1,-1.6,-1.2,-2,2.4,0.3,0,-0.1,-5,-0.1,-6,-0.6
Cc1oc(-c2ccc3c(c2)OCCO3)cc1C(=O)NCC(=O)O,-1.2,-1.2,2,0.9,-0.6,3,0.8,-2,-0.2,-6,2.7
COc1cccc(-c2nc(CS(=O)CC(=O)NCCc3ccccc3)c(C)o2)c1 (stereo unspecified),-0.6,1.6,0,1.2,0.2,-4,-0.9,-10,0.6,1,0.9
COc1ccc(C(=O)NCCOC(C)C)cc1OC1CCN(C(C)=O)CC1,-1.3,-1.5,3,1.1,0.9,-3,0.0,9,-0.3,5,-0.7
CCCCCCCCCCCCN1[C@@H](CC(C)=O)c2cc(F)cc(F)c2S1(=O)=O,-0.9,-0.1,-2,4.2,1.7,-1,-0.1,1,0.8,0,0.6
Cc1cc(C)c(C#N)c(SCCN2CCCCC2)n1,-0.6,-1.0,-12,-0.1,-0.2,-2,0.1,-2,0.5,-7,-0.5
COc1ccc(Cc2nc3ccc(C(=O)N4CCC(N(C)C)C4)cc3o2)cc1 (stereo unspecified),-1.2,1.4,-1,2.7,0.6,0,2.1,3,-0.3,3,0.9
COC(=O)CSc1nnc(-c2cccnc2)n1C,-0.6,1.6,3,-0.5,-0.6,-1,-0.3,10,-0.2,3,2.4
O=C(CSc1c2c(nc3ccccc13)CCCC2)NCc1ccco1,0.3,-1.8,1,0.2,-1.4,3,0.0,0,-0.6,-1,0.8
O=C(O)CS(=O)CC(=O)NCc1cccc(C(F)(F)F)c1 (stereo unspecified),-1.4,5.4,0,2.8,-0.7,1,0.6,2,-0.3,6,1.3
CN(C(=O)c1cc(COc2ccc(F)cc2Cl)on1)C1CCOC1 (stereo unspecified),-0.5,-1.5,7,-4.2,0.0,-1,-1.2,5,0.0,4,1.6
O=C(CN1C(=O)NC(CCc2ccccc2)C1=O)Nc1ccc(F)c(F)c1F (stereo unspecified),-0.3,-0.8,2,-0.3,0.9,-3,-0.1,-9,-0.6,-5,2.3
COc1ccc(OC)c(/C=N/NC(=O)c2nnn(-c3nonc3N)c2-c2cccs2)c1,-1.4,1.2,-6,-0.9,0.4,-2,-0.4,-17,9.5,-6,1.3
Cc1cnc(NC(=O)Cc2ccc(Br)cc2)s1,-1.1,-0.3,3,-1.6,0.0,-2,-0.1,6,-0.3,3,2.6
NC(=O)CC(NC(=O)Cc1ccc(Cl)cc1)c1ccc(NCc2ccccc2)c([N+](=O)[O-])c1 (stereo unspecified),-0.8,-2.7,1,0.4,1.3,1,0.2,2,0.1,2,-0.2
O=C(CSc1nnc(-c2cccnc2)n1Cc1ccccc1)NCc1ccccc1,-0.3,-1.4,-4,0.9,1.1,-2,1.2,3,0.0,-2,1.8
CNC(=O)COC(=O)c1ccccc1Oc1ccccc1,-1.2,0.1,0,0.0,-0.4,-2,-0.6,-3,0.2,7,1.6
O=C1N/C(=C/c2cccn2-c2ccc(F)cc2)C(=O)N1Cc1ccccc1F,-2.1,-0.8,-6,3.0,-0.3,3,-0.1,-1,-31,-2,-0.6
CC(=O)NC1(C(F)(F)F)NC(=O)N(c2ccc(F)cc2)C1=O (stereo unspecified),-0.6,2.0,0,-2.5,-0.4,1,1.2,5,-0.2,4,2.4
CC1(C(=O)O)CCN1C(=O)/C=C/c1ccccc1 (stereo unspecified),-1.7,0.7,1,0.4,·,-2,-0.4,7,0.5,5,-1.9
CCC(C)NC(=O)CC(NS(=O)(=O)c1ccc(Cl)cc1)c1ccco1 (stereo unspecified),-1.2,-1.9,-2,-1.7,-0.2,0,-1.1,-3,0.3,-2,-1.6
Nc1ccc(S(=O)(=O)N2CCCC2)cc1Cl,-0.9,-0.3,5,-3.1,-0.9,-2,0.2,0,-0.7,-3,-0.4
COc1cc2c(cc1NC(=O)CCCN1C(=O)CCC1=O)oc1ccccc12,-0.8,1.6,2,0.1,0.0,1,0.9,3,-0.1,5,5.3
O=C(Nc1ccccc1C(=O)O)c1ccc(NC(=O)C2CCCO2)cc1 (stereo unspecified),-0.9,-0.8,1,-0.5,0.9,-2,0.3,1,-0.3,1,0.3
CCCC(=O)NC(c1ccc(OC)cc1)c1c(O)ccc2ccccc12 (stereo unspecified),-1.2,-1.6,1,-1.0,1.4,-1,-0.9,-37,-2.4,2,-5.8
CCC1C(=O)c2ccccc2N(C)C1=O (stereo unspecified),-0.9,4.0,2,0.6,1.6,-2,-0.6,5,0.6,3,0.1
Nc1cc(=O)n(Cc2ccccc2)c(N)c1C(=O)NCc1ccccc1,0.0,1.9,4,2.5,·,-2,-0.9,-2,-0.4,0,·
CCCc1cc(=O)[nH]c(SCC)n1,-1.0,-0.1,2,-2.4,1.4,-1,0.5,4,-0.2,2,1.0
COc1ccc(-c2noc(N3CCCC(C(=O)Nc4ccc(C(C)=O)cc4)C3)n2)cc1 (stereo unspecified),-1.1,-1.1,3,0.0,0.2,1,0.0,6,-0.2,-3,0.8
Cc1[nH]c2ccccc2c1C(=O)CCl,-1.3,-1.2,9,-4.2,-0.8,-3,-1.4,-1,0.5,2,-5.8
CCOC(=O)CNc1nc(OCC#N)nc(N2CCOCC2)n1,-1.3,-0.7,1,-0.8,1.3,-4,0.2,12,0.0,9,0.3
COC(=O)CSc1ncnc2scc(-c3ccccc3)c12,-2.1,-1.0,1,-0.3,-1.0,0,0.3,-1,0.5,-2,4.7
CCOC(=O)c1ccc(/C=C2\c3ccccc3C(=O)N2c2ccccc2)cc1F,-0.5,0.3,-4,-1.3,-0.2,0,-0.3,-23,0.0,-6,0.2
O=C(NC(NC(=S)N1CCOCC1)C(Cl)(Cl)Cl)c1cccc2ccccc12 (stereo unspecified),-0.5,-0.6,-5,0.1,0.2,-3,0.4,-17,0.1,0,-2.1
O=C(NCc1ccc2c(c1)OCO2)c1cc(COc2c(F)cccc2F)on1,-0.7,3.0,1,4.2,0.0,3,-0.1,-14,-0.3,7,3.1
Cc1cc(F)ccc1NC(=O)Cn1c(C)csc1=O,-1.6,0.3,-1,-2.3,-0.5,-1,0.1,6,0.0,5,-0.6
O=C(COC(=O)CCc1c[nH]c2ccccc12)NCCc1ccccc1,-0.7,1.4,0,-1.0,1.0,0,0.5,-73,0.7,-11,0.0
O=C1OCc2nc3cc4c(cc3c(-c3ccc(F)cc3)c21)OCO4,-0.5,-0.3,3,1.2,1.2,-2,0.7,12,0.0,3,0.9
CCc1noc(C)c1C(=O)OC(C)C(=O)c1c(C)[nH]c2ccccc12 (stereo unspecified),-1.0,-0.8,-4,-1.4,0.6,-1,-1.4,-9,-0.1,-5,-0.8
COCCNC(=O)c1cc(-c2ccncc2)nc2ccc(S(=O)(=O)N3CCOCC3)cc12,-1.0,1.9,0,-4.5,2.6,2,0.0,-6,0.1,4,1.5
O=C(CCn1c(=O)oc2ccccc21)Nc1cccc(Cl)c1,-1.6,-3.9,-13,0.2,0.5,0,-0.7,-11,0.0,-14,0.2
COc1cccc(NC(=S)N2CCn3cccc3C2c2cccnc2)c1 (stereo unspecified),-1.7,-0.3,-4,0.0,0.3,2,-0.8,0,0.1,5,0.5
COc1ccc(C)cc1NC(=O)CCc1c(C)nn(-c2ccc(N3CCCCC3)nn2)c1C,-0.5,2.1,0,4.1,-0.3,1,-0.6,-1,0.1,3,-0.1
CN1CCN(CCCNC(=O)c2ccc(CS(=O)(=O)c3ccc(Br)cc3)o2)CC1,-1.3,-2.6,0,0.7,4.3*,-1,-0.9,16,0.0,3,1.3
O=C(COC(=O)Cc1c(Cl)cccc1Cl)Nc1ccccc1-c1ccccc1,-1.6,-2.5,-1,-3.1,-0.4,-2,0.1,-16,0.7,-10,1.4
Clc1ccc(-n2ncc3c(N4CCCC4)ncnc32)cc1,-1.9,-0.1,12,-5.3,2.8,-2,0.6,8,0.1,3,-5.7
CCCCN(C)c1c(C)nc2ccc(C(=O)N3CCN(C(C)=O)CC3)cn12,-1.7,-2.4,-1,-3.0,·,-2,-0.9,6,0.3,-1,0.6
c1ccc(SCc2nc(-c3ccncc3)n[nH]2)nc1,-1.3,1.2,0,1.7,0.0,0,0.1,-2,-0.3,-3,0.3
# More compounds follow:
SMILES,ssDAF-12 act,hcDAF12 agonist,GC-A act,hgDAF12 agonist,DAX1 inh-1,SMARCA2 act,DAX1 inh-2,sPLA2-III inh,KLK7 zymogen act,NPR2 activator,FXN GAA850 act
COc1ccc(N2CCN(Cc3cc(=O)oc4ccc(Cl)cc34)CC2)cc1,-0.3,-0.7,1,2.1,0.0,-1,-0.6,1,0.8,0,1.8
O=C(COC(=O)C1CC2CCCC(C1)C2=O)Nc1ccc(Cl)cn1 (stereo unspecified),-0.9,0.8,2,-2.1,1.3,-3,-0.8,9,0.3,0,0.1
Cc1ccc(S(=O)(=O)NC(CC(C)C)C(=O)NCC(C)(C)N2CCOCC2)cc1 (stereo unspecified),-1.2,-1.6,0,0.3,-0.1,-2,-0.1,7,0.6,2,0.6
COCCN(CCOC)C(=O)C12CCC(C)(C(=O)C1)C2(C)C (stereo unspecified),-0.2,-0.8,-5,1.3,-0.3,-3,-0.6,9,-0.6,4,4.1

# Random excerpt: 2 compounds from above
SMILES,ssDAF-12 act,hcDAF12 agonist,GC-A act,hgDAF12 agonist,DAX1 inh-1,SMARCA2 act,DAX1 inh-2,sPLA2-III inh,KLK7 zymogen act,NPR2 activator,FXN GAA850 act
Cc1ccc(S(=O)(=O)NC(CC(C)C)C(=O)NCC(C)(C)N2CCOCC2)cc1 (stereo unspecified),-1.2,-1.6,0,0.3,-0.1,-2,-0.1,7,0.6,2,0.6
O=C(COC(=O)C1CC2CCCC(C1)C2=O)Nc1ccc(Cl)cn1 (stereo unspecified),-0.9,0.8,2,-2.1,1.3,-3,-0.8,9,0.3,0,0.1
